# LRH-1 inv ag: LRH-1 (NR5A2) inverse agonists, primary screen, cell-based, luminescence, HEK293T, StAR-luciferase reporter. Nuclear receptor subfamily 5 group A member 2 (Homo sapiens), O00482. LRH-1 transfected, 24 h. inhibition, % at 3.6 µM. 0.13% of 360,000 active. AID 602396, 2012;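 active = inhibition above the mean inhibition of all tested compounds plus 3 SD, cut at about 73% in these data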;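 note: 0% = DMSO wells and 100% = reporter-only cells lacking LRH-1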
# Target sequence (O00482 whole entry, looked up): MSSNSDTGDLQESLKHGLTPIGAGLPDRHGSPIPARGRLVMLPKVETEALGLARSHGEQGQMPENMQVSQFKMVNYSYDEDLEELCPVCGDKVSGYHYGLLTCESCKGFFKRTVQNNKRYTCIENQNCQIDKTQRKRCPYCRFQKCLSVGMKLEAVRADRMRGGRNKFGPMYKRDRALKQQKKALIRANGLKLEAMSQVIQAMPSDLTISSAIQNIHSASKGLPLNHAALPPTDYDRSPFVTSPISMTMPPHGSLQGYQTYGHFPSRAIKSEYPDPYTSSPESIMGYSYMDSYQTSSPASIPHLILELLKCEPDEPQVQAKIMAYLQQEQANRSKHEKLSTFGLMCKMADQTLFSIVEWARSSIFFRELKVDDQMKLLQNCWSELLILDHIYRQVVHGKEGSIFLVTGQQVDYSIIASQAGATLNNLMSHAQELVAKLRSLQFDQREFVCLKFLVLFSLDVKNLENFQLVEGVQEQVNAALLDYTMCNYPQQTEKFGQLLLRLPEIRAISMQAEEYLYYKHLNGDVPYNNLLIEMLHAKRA
# TWEAK Fn14 block: inhibitors of TWEAK-Fn14 signaling, primary screen, luciferase reporter cells, uHTS. TWEAK-stimulated Fn14 reporter cells, luciferase luminescence, 8 h. inhibition, % at 10 µM. 2% of 360,000 active. AID 1159606, 2016; in the data active = inhibition above about 50%
# KKLEB tox: cytotoxicity in KKLEB CF airway cells, primary screen, cytotoxicity control for CF NF-kB inhibitor project, cell-based, uHTS, fluorescence assay plates; KKLEB CF airway cells viability, ATPlite luminescence, overnight; stronger effect = lower value; cells stimulated with P. aeruginosa culture filtrate; activity change (cytotoxicity), % at 5 µM; 0.36% of 360,000 active; AID 602141, 2011;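 active = corrected activity change at or below -50% at 5 µM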
# C8 TRAIL sens: viability loss with TRAIL in NB7+C8 cells, primary screen, TRAIL sensitizer project, cell-based, ATPlite luminescence. 1% of 360,000 active. inhibition (viability loss, TRAIL sensitization), % at 10 µM. AID 624354, 2012;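 active = compounds causing at least 50% loss of cell viability in the single-dose screen, relative to plate controls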
# CF NFkB inh: inhibitors of PAF-induced NF-kB signaling, primary screen, cell-based, GFP fluorescence, uHTS; KKLEB NF-kB-GFP reporter, GFP fluorescence overnight; inhibition, % at 5 µM; 0.86% of 360,000 active;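 active = at least 50% inhibition at 5 µM, scaled per plate between neutral and stimulator controls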;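 note: PAF is a Pseudomonas aeruginosa culture filtrate used as stimulus; plate controls were PAF-stimulated DMSO wells for no effect and unstimulated DMSO wells for full effect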
# TROY NFkB inh: inhibitors of TROY-driven NF-kB signaling, primary screen, Q293 LMP1-TROYcd cells, NF-kB luciferase, uHTS. Q293 LMP1-TROYcd NF-kB luciferase reporter, 4 h. inhibition, % at 10 µM. 0.98% of 360,000 active. AID 1347056, 2019;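 active = compounds whose plate-normalised and pattern-corrected inhibition of the luciferase reporter signal at the single screening dose is 50% or more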
# EBV LMP1 NFkB: EBV LMP1-driven NF-kappaB luciferase reporter inhibitors, primary screen, cell-based, luminescence, single point. inhibition, % at 12.5 µM. AID 504558, 2011. LMP1-induced NF-kappaB luciferase reporter cells. 0.69% of 350,000 active; in the data active = inhibition above about 41%;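 note: 0% = neutral control wells and 100% = reference inhibitor control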
# NR2F2 inh: NR2F2 transcriptional activity inhibitors, primary screen, cell-based, luciferase reporter, HEK293T, luminescence | COUP transcription factor 2 (Homo sapiens), P24468 | HEK293T NGFI-A luciferase reporter | inhibition, % at 8.6 µM | 0.7% of 370,000 active;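 active = inhibition above a per-plate cutoff, mean inhibition of test wells between control levels plus 3 SD, cut at about 38% in these data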;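 note: cells cotransfected with COUP-TFII expression vector driving the NGFI-A reporter; 0% = median of COUP-TF2 test wells and 100% = reporter-only cells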
# Target sequence (P24468 whole entry, looked up): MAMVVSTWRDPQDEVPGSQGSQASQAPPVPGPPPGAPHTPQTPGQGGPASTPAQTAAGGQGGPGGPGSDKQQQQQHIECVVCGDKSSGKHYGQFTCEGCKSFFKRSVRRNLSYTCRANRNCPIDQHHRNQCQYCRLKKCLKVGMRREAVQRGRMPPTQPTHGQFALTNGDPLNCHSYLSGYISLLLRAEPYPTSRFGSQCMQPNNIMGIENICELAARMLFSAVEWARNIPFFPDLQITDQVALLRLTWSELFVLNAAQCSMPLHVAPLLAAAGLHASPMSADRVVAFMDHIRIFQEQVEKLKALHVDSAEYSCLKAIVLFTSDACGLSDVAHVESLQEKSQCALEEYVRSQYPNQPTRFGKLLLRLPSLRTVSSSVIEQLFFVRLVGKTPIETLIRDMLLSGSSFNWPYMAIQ
# SRC3 inh: SRC3 coactivator transcriptional activity inhibitors, primary screen, cell-based, luminescence | Nuclear receptor coactivator 3 (Homo sapiens), Q9Y6Q9 | HEK293 GAL4-SRC3 luciferase reporter | inhibition, % at 3.6 µM | 0.17% of 360,000 active | AID 588352, 2011;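 active = inhibition above a per-campaign cutoff, the mean of all compounds plus 3 SD, cut at about 60% in these data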;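 note: 0% = DMSO-treated cells and 100% = gossypol-treated cells at 36 µM; higher means less SRC3-driven luciferase light from the GAL4 reporter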
# NCOA2 inhibitor: inhibition of GAL4-SRC2 driven luciferase reporter, primary screen, SRC2 inhibitor project, cell-based, luminescence; 0.17% of 370,000 active; Nuclear receptor coactivator 2 (Homo sapiens), Q15596; HEK293 GAL4-SRC2 luciferase reporter; inhibition, % at 9 µM; AID 651957, 2012;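 active = inhibition above the mean inhibition of all tested compounds plus 3 SD, set per campaign, cut at about 52% in these data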;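 note: 0% = DMSO treated cells and 100% = cells given Gossypol at 36 µM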
# SRC1 inh: SRC1 coactivator transcriptional activity inhibitors, primary screen, cell-based, luminescence; AID 588354, 2011; Nuclear receptor coactivator 1 (Homo sapiens), Q15788; HEK293 GAL4-SRC1 luciferase reporter; 0.12% of 360,000 active; inhibition, % at 3.6 µM;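 active = inhibition above the campaign mean plus 3 SD, with each screening campaign given its own cutoff, cut at about 60% in these data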;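 note: 0% = DMSO treated cells and 100% = gossypol at 36 µM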
# The depositor's hits bear a star; . = not tested or not shown.
SMILES,LRH-1 inv ag,TWEAK Fn14 block,KKLEB tox,C8 TRAIL sens,CF NFkB inh,TROY NFkB inh,EBV LMP1 NFkB,NR2F2 inh,SRC3 inh,NCOA2 inhibitor,SRC1 inh
CC(=O)Oc1ccccc1N(C(C)=O)S(=O)(=O)c1ccc(C)cc1,-8,2,6,-10,11,-5,1,-5,0,-27,-11
O=C(c1ccccc1Oc1ccc([N+](=O)[O-])cc1)N1CCOCC1,8,11,-1,-11,2,-4,-3,0,-6,-8,-12
COc1cccc(C(CNc2ccc(S(=O)(=O)N3CCN(C)CC3)cc2[N+](=O)[O-])N(C)C)c1 (stereo not drawn),-7,-18,-4,15,11,6,0,-16,11,-17,-15
CC1(C(=O)NS(=O)(=O)c2cccc(F)c2)CCN1C(=O)c1cccc(F)c1 (stereo not drawn),3,3,9,-8,-15,2,.,-4,-1,3,2
COC(=O)[C@H](C)NC(=O)NC1CCCc2ccccc21 (stereo partly drawn),15,3,-13,-1,10,-14,2,.,14,.,-4
CCC(=O)N1c2ccc(S(=O)(=O)CCC(=O)Nc3ccc(OC)cc3OC)cc2CC1C (stereo not drawn),-6,1,-2,-24,8,3,-11,-13,14,-13,2
Cc1cccc(C)c1NC(=O)NCCCN1CCN(c2ccccc2)CC1,-6,-7,-6,11,3,10,3,-1,-3,-6,-12
CCC1C(=O)C[C@H]2CCN3C(=O)CCCC1C23 (stereo partly drawn),3,-10,4,-2,-2,-8,4,1,-5,-4,-13
Fc1ccccc1SCc1nnc(-c2ccccc2Br)o1,-150,48,0,8,11,-3,-15,-22,-114,-21,-130
CCc1ccc(N2C(=O)C(Cl)=C(N3CCCCCC3)C2=O)cc1,6,6,3,-1,7,-7,-14,8,-14,12,-28
Cc1ccccc1-c1nc(CN2CCC(C(=O)O)CC2)c(C)o1,4,-22,-4,8,13,-1,-3,-3,-9,-10,15
COc1ccc(/C(C)=N/NC(=O)c2ccc(CSc3cccc4cccnc34)cc2)cc1OC,9,1,5,20,-5,-5,12,-15,19,-25,-2
CCOc1cccc(OCCCCN2CCCCC2)c1,3,-15,9,2,-7,-7,3,-14,1,-6,-23
Cc1ccc(S(=O)(=O)N2CCN(C(=O)c3cccs3)CC2)cc1C,9,10,0,-15,9,-1,-30,-4,5,-25,-53
CCCCn1c(-c2ccco2)nc2ccccc2c1=O,23,-4,-3,8,-7,5,5,7,10,-8,6
COc1ccc(CC(=O)Nc2ccc(-c3nnc(-c4ccccc4)o3)cc2)cc1,-23,-23,-46,1,50,-22,-31,5,-22,-20,-29
COc1ccc(OC)c(S(=O)(=O)Nc2c(F)cccc2F)c1,-8,12,-1,8,15,-13,-11,-4,-6,6,-15
Cc1ccc(S(=O)(=O)C(C#N)c2nc3ccccc3nc2OC(C)C)cc1 (stereo not drawn),-3,3,19,-19,4,23,5,3,-3,5,-12
CCC(C)[C@@H](CN)NCC1(c2ccccc2)CC1 (stereo partly drawn),19,-4,-14,6,9,2,0,-27,0,-16,-18
CSCCC(NC(=O)c1ccco1)C(=O)Nc1cc(C)ccn1 (stereo not drawn),-79,5,4,6,-10,14,-34,-36,-71,-69,-111
CSc1nc(N)n2nc(C(C)(C)C)cc2n1,0,7,0,-7,19,-24,-6,-6,1,-28,-29
CCOC(=O)N1CCC(Nc2ccc(N3C(=O)C4CCCCC4C3=O)cc2[N+](=O)[O-])CC1 (stereo not drawn),7,-12,-8,-1,-2,4,4,3,-7,-13,-2
COc1ccc(C(=O)N2CCC(N3CCN(c4ccccc4)CC3)CC2)cc1OC,11,25,-2,-6,3,-6,-3,-4,10,10,19
Nc1ccc(Nc2ccccc2)c(Cl)c1,-2,8,-11,-5,2,-6,-18,-9,12,-1,-4
COc1ccc(OCCCC(=O)Nc2ccc3c(c2)OCO3)cc1,-7,-3,0,10,-5,-6,-10,-2,9,-19,-1
CCOc1ccc(Cc2noc3c2C(=O)CCC3)cc1OCC,-13,-4,9,3,-18,4,2,-5,12,1,3
CCc1ccc(C2C(C#N)=C(N)SC(N)=C2C#N)s1,16,3,4,-24,1,13,12,.,-14,.,-2
CCOc1ccc(-c2nc(C#N)c(NCc3ccc4c(c3)OCO4)o2)cc1,-8,-31,-21,-8,31,-45,-15,4,1,-4,-26
CC(=O)c1cccc(NC(=O)c2ccc(N(Cc3ccc(C)cc3)S(C)(=O)=O)cc2)c1,-2,13,13,11,-29,19,-9,16,21,-5,12
Cc1cc(C)c(C(=O)Nn2c(C)nc3ccccc3c2=O)cc1C,14,8,5,-39,10,-8,-1,-14,-7,9,14
CN(C)Cc1c(C(=O)N/N=C/c2ccccc2OCc2c(F)cccc2Cl)nnn1-c1nonc1N,11,38,-6,18,-33,13,4,-44,6,-7,4
CCCc1nnc(NC(=O)CCC(=O)N2CCCCC2CC)s1 (stereo not drawn),-4,-7,7,-3,3,-10,-14,4,1,6,-3
COCCNC(=O)CN(c1cc(Cl)ccc1OC)S(=O)(=O)c1ccc(C)c([N+](=O)[O-])c1,-7,-2,1,1,12,6,-4,0,18,-14,-4
COc1cc(C(=O)N/N=C/c2sc(=O)n(-c3ccccc3)c2Cl)cc(OC)c1OC,41,11,-11,9,11,-8,-1,-9,9,-46,-40
Cc1ccc(NC(=O)NCc2cccn2C)cc1C,-41,-1,5,-7,12,-8,-5,-16,-102,-21,-43
Nc1nc(SCC(=O)Nc2cc(-c3ccccc3)nn2-c2ccccc2)n[nH]1,1,14,5,4,3,13,-5,-18,-10,15,8
CC(C)c1ccc(-c2cc(C(=O)N3CCOCC3)c3cc(Br)ccc3n2)cc1,7,2,-25,7,20,-10,-2,-8,-14,7,-10
CC(=O)NC1=C(NC2CCS(=O)(=O)C2)C(=O)c2ccccc2C1=O (stereo not drawn),8,-11,-11,16,23,28,4,-10,17,-21,-14
Cc1ccc(C(=O)NCCNC(=O)c2ccco2)cn1,18,0,3,1,5,5,1,-1,-19,-27,16
O=C(O)C1(P(=O)(c2ccccc2)c2ccccc2)CCCC1,3,11,0,-10,2,-1,1,9,22,30,-13
C/C(=N\NC(=O)c1nnn(-c2nonc2N)c1CN1CCc2ccccc21)c1ccccc1O,2,-11,-28,20,28,12,17,9,20,-5,8
O=C(Nc1cc(C(F)(F)F)ccc1N1CCOCC1)C1CC1,-2,12,3,-2,4,-15,2,9,19,-2,-11
COc1ccc(-c2ccc(=O)n(CC(=O)NC3CCc4ccccc43)n2)cc1OC (stereo not drawn),2,-3,-8,-2,15,12,11,-11,1,21,-11
O=S(=O)(N1CCCCCC1)N1CCN(S(=O)(=O)N2CCOCC2)CC1,7,-11,4,-7,-5,-5,3,-10,7,3,6
O=C(c1ccc(OC2CCN(CCc3ccccc3)CC2)cc1)N1CCCCC1CCCO (stereo not drawn),0,-5,3,-11,-6,-1,7,-10,-6,26,-3
COc1ccc(-c2ccccc2)cc1NCc1ccccc1C,-35,-10,-4,10,12,-19,-9,-4,-9,-33,-15
Cc1ccc(C(=O)Cn2cc([N+](=O)[O-])nc2C)cc1,1,-8,2,-9,-9,4,-2,-10,9,0,0
COC(=O)Cn1c(CN(Cc2ccccc2)Cc2ccccc2)nc2c1c(=O)[nH]c(=O)n2C,20,4,-5,-4,3,8,2,-5,14,-12,9
Cc1ccc(N2C(=O)c3ccccc3NC2C(C)Cc2ccc3c(c2)OCO3)cc1 (stereo not drawn),-60,27,0,3,3,-36,-4,-17,-62,-9,-40
CCc1ccc(NC(=O)CS(=O)CC(=O)NC(C)CCc2ccco2)cc1 (stereo not drawn),5,3,7,-1,4,0,-18,-1,22,3,-4
COc1ccccc1CNC(=O)c1cc(-c2ccncc2)nc2c(Cl)cccc12,8,-3,-5,-1,0,4,-5,-7,5,3,-21

# In the list so far, 11 have a halogen:
SMILES,LRH-1 inv ag,TWEAK Fn14 block,KKLEB tox,C8 TRAIL sens,CF NFkB inh,TROY NFkB inh,EBV LMP1 NFkB,NR2F2 inh,SRC3 inh,NCOA2 inhibitor,SRC1 inh
CC1(C(=O)NS(=O)(=O)c2cccc(F)c2)CCN1C(=O)c1cccc(F)c1 (stereo not drawn),3,3,9,-8,-15,2,.,-4,-1,3,2
Fc1ccccc1SCc1nnc(-c2ccccc2Br)o1,-150,48,0,8,11,-3,-15,-22,-114,-21,-130
CCc1ccc(N2C(=O)C(Cl)=C(N3CCCCCC3)C2=O)cc1,6,6,3,-1,7,-7,-14,8,-14,12,-28
COc1ccc(OC)c(S(=O)(=O)Nc2c(F)cccc2F)c1,-8,12,-1,8,15,-13,-11,-4,-6,6,-15
Nc1ccc(Nc2ccccc2)c(Cl)c1,-2,8,-11,-5,2,-6,-18,-9,12,-1,-4
CN(C)Cc1c(C(=O)N/N=C/c2ccccc2OCc2c(F)cccc2Cl)nnn1-c1nonc1N,11,38,-6,18,-33,13,4,-44,6,-7,4
COCCNC(=O)CN(c1cc(Cl)ccc1OC)S(=O)(=O)c1ccc(C)c([N+](=O)[O-])c1,-7,-2,1,1,12,6,-4,0,18,-14,-4
COc1cc(C(=O)N/N=C/c2sc(=O)n(-c3ccccc3)c2Cl)cc(OC)c1OC,41,11,-11,9,11,-8,-1,-9,9,-46,-40
CC(C)c1ccc(-c2cc(C(=O)N3CCOCC3)c3cc(Br)ccc3n2)cc1,7,2,-25,7,20,-10,-2,-8,-14,7,-10
O=C(Nc1cc(C(F)(F)F)ccc1N1CCOCC1)C1CC1,-2,12,3,-2,4,-15,2,9,19,-2,-11
COc1ccccc1CNC(=O)c1cc(-c2ccncc2)nc2c(Cl)cccc12,8,-3,-5,-1,0,4,-5,-7,5,3,-21
